Screening results (PubChem)
TCR CD3 inh: inhibitors of human TCR-CD3 interaction; inhibition, % at 9.4 µM; TAMRA-labeled TCR probe fluorescence, biochemical; 0.37% of 360,000 active; in the data active means inhibition above about 19%;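 further: recombinant mutant TCR 2C K166C tagged with TAMRA read by polarization; 0% = receptor in buffer alone and 100% = receptor with positive control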
SIAE inh: human SIAE inhibition, primary screen; SIAE FP-Rh probe binding, fluorescence polarization; inhibition, % at 9.66 µM; 0.69% of 370,000 active; Q9HAT2;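 active means inhibition above a cutoff: mean of compounds within the control limits plus 3 SD of those, cut at about 17% in these data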;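 further: 0% = plate median of compound wells and 100% = probe without SIAE protein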
Target sequence (Q9HAT2 whole entry, looked up): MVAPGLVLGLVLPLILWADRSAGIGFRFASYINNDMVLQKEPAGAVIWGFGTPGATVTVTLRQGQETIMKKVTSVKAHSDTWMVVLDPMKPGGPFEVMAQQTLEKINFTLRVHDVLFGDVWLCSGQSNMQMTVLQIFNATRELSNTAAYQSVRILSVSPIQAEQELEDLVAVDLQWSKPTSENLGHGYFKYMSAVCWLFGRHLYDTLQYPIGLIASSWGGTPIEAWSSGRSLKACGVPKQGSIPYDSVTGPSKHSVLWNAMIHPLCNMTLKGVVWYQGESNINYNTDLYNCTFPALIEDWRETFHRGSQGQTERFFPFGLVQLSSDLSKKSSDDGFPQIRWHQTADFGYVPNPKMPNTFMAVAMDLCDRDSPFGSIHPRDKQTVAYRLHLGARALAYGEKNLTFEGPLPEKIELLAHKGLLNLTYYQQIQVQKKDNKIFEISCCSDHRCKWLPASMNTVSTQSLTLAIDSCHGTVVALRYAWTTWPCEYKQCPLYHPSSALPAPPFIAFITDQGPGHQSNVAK
TDP2 inh: blocks human TDP2 phosphodiesterase activity | O95551 | recombinant TDP2, T5PNP hydrolysis, p-nitrophenol absorbance 415 nm | inhibition, % at 12.8 µM | 0.34% of 370,000 active | AID 720702;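 active means inhibition above the mean of all tested compounds plus 3 SD, set per campaign, cut at about 25% in these data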;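 further: 0% = DMSO with enzyme and 100% = buffer with substrate but no TDP2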
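System – recombinant human TDP2 · Amount – 120 nM TDP2 per well · Buffer or medium – Mg2+-containing Tris-HCl buffer, pH 7.5 · Reagent – T5PNP substrate, 5 mM · Dosing – 12.8 µM single point, 1% DMSO · Incubation – 2 h at 37 °C · Measured by – epi absorbance · Read-out basis – percent inhibition · Benchmarks – high control without enzyme, low control DMSO plus TDP2 · Repeats – singlicate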
NR1D1 modulator: modulates human Rev-erb alpha binding to DNA. Rev-erbα–FITC-DNA binding, fluorescence polarization, 90 min. activity, % at 10 µM. P20393. AID 1259318. 0.79% of 370,000 active;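 active means activity above about 14%, limit read from the data; passing the limit was not always enough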;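 further: 0% = DMSO wells with 35 nM protein and 100% = DMSO wells with 750 nM protein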
PRMT1 inh: PRMT1 (human) inhibition, primary screen; Q99873; recombinant PRMT1, activity-based probe fluorescence polarization; inhibition, % at 2.79 µM; 1.3% of 370,000 active; AID 652257;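 active means inhibition above about 21% made by adding two undisclosed values, limit read from the data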
HTRA1 inhibitor: HTRA1 (human) protease inhibition. inhibition, % at 5.96 µM. 0.5% of 340,000 active. recombinant HTRA1, FP-rhodamine activity-based probe, fluorescence polarization; in the data active means inhibition above about 36%;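 further: 0% = enzyme with DMSO and 100% = wells lacking enzyme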
Target sequence (Q92743 whole entry, looked up): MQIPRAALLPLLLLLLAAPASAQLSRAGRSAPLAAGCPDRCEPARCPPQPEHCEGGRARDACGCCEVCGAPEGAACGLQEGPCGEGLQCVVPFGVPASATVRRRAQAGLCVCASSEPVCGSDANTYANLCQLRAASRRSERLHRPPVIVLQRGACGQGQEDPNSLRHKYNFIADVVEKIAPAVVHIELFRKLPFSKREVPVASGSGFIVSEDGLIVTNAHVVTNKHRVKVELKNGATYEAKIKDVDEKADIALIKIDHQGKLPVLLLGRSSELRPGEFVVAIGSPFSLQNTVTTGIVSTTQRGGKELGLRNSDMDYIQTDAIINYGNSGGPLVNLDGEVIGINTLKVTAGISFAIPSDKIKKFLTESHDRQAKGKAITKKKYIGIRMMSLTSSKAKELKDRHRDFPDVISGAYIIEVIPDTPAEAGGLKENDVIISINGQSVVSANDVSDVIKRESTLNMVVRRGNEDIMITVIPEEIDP
PG9 binder: small molecules binding HIV-1 gp120 antibody PG9. 0.43% of 360,000 active. inhibition, % at 6.7 µM. TR-FRET gp120-PG9 antibody binding; in the data active means inhibition above about 8.5%
ABHD4 inh: inhibitors of mouse ABHD4. Q8VD66. purified mABHD4, FP-Rh probe fluorescence polarization. inhibition, % at 8.92 µM. 0.54% of 370,000 active. AID 720543;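 active means inhibition exceeding the mean over every tested compound plus 3 SD, cut at about 30% in these data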;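 further: 0% = plate median of compound wells and 100% = S159A mutant with DMSO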
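system = mouse ABHD4 enzyme, wild type | medium = HEPES pH 7.0, NaCl, Pluronic buffer | also added = FP-Rh probe | incubation = Enzyme–compound pre-incubation 45 min, then probe 60 min, both 25 °C | technique = fluorescence polarization, excitation 525 nm, emission 598 nm, BODIPY TMR filters | controls = S159A mutant high control, sample median low control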
LEDGF integ inh: blocks HIV-1 LEDGF/p75-dependent DNA integration; TR-FRET IN-LEDGF/p75 DNA integration, Eu/Cy5; inhibition, % at 3.7 µM; 0.64% of 370,000 active;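 active means inhibition above the screen-wide mean plus 3 SD, cut at about 13% in these data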;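 further: signal is the Cy5 over europium emission ratio at 671 and 618 nm; 0% = plate median of compound wells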
rCAG binder: binds r(CAG) RNA repeats. inhibition, % at 3 µM. r(CAG) RNA repeat, TO-PRO-1 dye displacement fluorescence. AID 651821. 1.3% of 370,000 active;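 active means inhibition above the plate cutoff, the mean of all test compounds on that plate plus 3 SD, cut at about 35% in these data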;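 further: 0% = DMSO alone and 100% = 100 µM mitoxantrone as full dye displacement; higher means more dye released from RNA so lower well fluorescence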
Starred values were filed as active, the others as inactive; · = not tested or not shown. These rows are one share of the data (hit frequency here may not be typical).

Every second line gives: TCR CD3 inh | SIAE inh | TDP2 inh | NR1D1 modulator | PRMT1 inh | HTRA1 inhibitor | PG9 binder | ABHD4 inh | LEDGF integ inh | rCAG binder
CN(C(=O)CSc1nnc(-c2cccs2)n1C1CC1)C1CCS(=O)(=O)C1 (configuration not stated)
    -7 | -1 | -19 | 4 | 9 | 0 | -0.5 | -4 | -1 | -2
CCOC(=O)C(=O)/C(=C\N(C)C)c1onc(-c2c(Cl)cccc2Cl)c1C(=O)OC
    0 | -2 | 5 | -2 | 1 | -8 | -0.7 | 2 | 4 | 10
O=c1cc(-c2ccc(F)cc2)oc2ccccc12
    0 | -1 | -3 | -1 | -1 | 1 | -0.8 | -2 | 1 | 1
O=P(Cc1ccccc1)(c1ccccc1)c1ccccc1
    4 | 4 | 2 | 1 | -1 | 4 | -0.2 | -1 | 1 | -3
O=C(/C=C/c1ccccc1)CC(O)(c1ccccc1)C(F)(F)F (configuration not stated)
    -4 | -6 | -2 | -1 | -1 | -26 | -0.5 | -5 | 1 | -4
COC(=O)c1c(C)oc2ccc(N(C(=O)c3ccncc3)S(=O)(=O)c3ccc4ccccc4c3)cc12
    3 | -11 | -4 | -2 | -1 | -65 | -1.7 | -27 | -2 | 9
Cn1ncc([N+](=O)[O-])c1C(=O)Nc1cccc2ccccc12
    -4 | 8 | 9 | -8 | 4 | 4 | -0.9 | 0 | 1 | 3
CCCc1ccc(-c2ccc(-c3noc(-c4ccncc4)n3)cc2)nc1
    1 | -9 | -1 | 5 | -1 | 1 | -1.5 | -5 | 6 | 0
O=C(Cc1ccc(Cl)cc1)N1CCN(C(=O)c2ccco2)CC1
    -3 | 4 | -3 | -5 | 1 | -1 | 0.7 | 2 | 0 | 1
CCOc1ccc(CCNC(=O)COC(=O)/C=C/c2ccc(OC)c(OC)c2)cc1OCC
    -3 | -8 | -7 | -7 | -4 | -11 | -2.2 | 5 | -2 | -3
COC(=O)c1cc2sccc2n1Cc1nc(-c2ccc(OC)cc2)oc1C
    -2 | 1 | 0 | 1 | 5 | -1 | -1.9 | -7 | -1 | 3
CCN(CC)CCOC(=O)c1ccc(NC(=O)/C=C/c2cccs2)cc1
    -6 | -7 | 6 | 0 | 4 | -11 | -2.9 | -4 | -6 | -7
CSC1=NCCN1S(=O)(=O)c1ccccc1
    2 | -2 | 3 | 4 | 2 | 2 | -1.9 | -3 | 1 | -2
COc1cc(N2CCOCC2)ccc1C=C(C#N)C#N
    -9 | 0 | 4 | 1 | 6 | -5 | -0.1 | -3 | -1 | 0
CC1(C(=O)NS(=O)(=O)c2cccc(OC(F)F)c2)CCN1C(=O)C1CC1 (configuration not stated)
    4 | -4 | 0 | -4 | -3 | · | -0.8 | -7 | 6 | 2
Cc1cc(C=O)c(C)n1-c1cccc(C(=O)O)c1
    -6 | -4 | 6 | -4 | 2 | 9 | 1.4 | 6 | 2 | 0
Cc1c(Cc2ccccc2)c(=O)oc2c(C)c(OCC(=O)N3CCC(C(=O)O)CC3)ccc12
    3 | 1 | -1 | -6 | 5 | -8 | 2.1 | -28 | -2 | 19
COc1ccc(/C=C/c2ccncc2)cc1
    -3 | -3 | 2 | -2 | -2 | 2 | -2.0 | -3 | 3 | 1
COc1ccc(COCC(O)CN2CCCC(C(F)(F)F)C2)cc1 (configuration not stated)
    4 | 0 | -2 | -3 | 0 | -3 | -1.4 | 6 | 1 | 6
O=C(O)c1ccccc1SCc1cn2ccccc2n1
    4 | 4 | 0 | -8 | -1 | -1 | -0.2 | -14 | -1 | 0
CCCNC(=O)C1(C)CCN(C(=O)c2ccccc2OC)C1 (configuration not stated)
    0 | 2 | 6 | 3 | -2 | · | 0.1 | 0 | 4 | 1
CC(=O)C1=NN(c2ccccc2)C(c2ccc3c(c2)OCO3)N1c1ccc(N2CCOCC2)cc1 (configuration not stated)
    -6 | 6 | 6 | 5 | -3 | -3 | 0.2 | 2 | 1 | 1
CCOC(=O)c1[nH]c(=O)[nH]c1CSc1ccccn1
    -2 | 8 | 3 | -2 | 14 | 1 | 0.2 | 0 | 0 | 6
CC[C@H](C)[C@H]1CNC(=O)C(=O)N1CC1CCN(CCc2ccc(Cl)c(Cl)c2)CC1
    2 | 2 | 6 | 5 | -5 | 4 | 2.0 | -3 | -2 | -1
CCOC(=O)C(=O)Nc1ccccc1C(=O)OC
    -1 | 2 | 9 | 0 | 1 | 4 | 0.9 | 0 | 1 | -3
Cc1cccc(N2CCN(C(=O)CCNS(=O)(=O)c3ccc4c(c3)CCC(=O)N4)CC2)c1C
    3 | 0 | 1 | 2 | 1 | 0 | -0.2 | -1 | -5 | -5
COCCNC(=O)C1(C)CCN(Cc2ccccc2C#N)C1 (configuration not stated)
    6 | 3 | 1 | 1 | -4 | · | 1.1 | 8 | 1 | 1
Cc1nc(C(F)(F)F)nc(Nc2ccc(N=Nc3ccccc3)cc2)c1C#N
    -2 | -3 | -1 | 5 | 6 | 5 | 1.4 | 4 | -3 | -1
CCN(CC)C(=O)c1sc(NC(=O)Cc2ccccc2)c(C#N)c1C
    -4 | 1 | 8 | 1 | -2 | 1 | -0.4 | 1 | 2 | 0
CC(=O)Nc1ccc(NC(=O)COc2cccc3ccccc23)cc1
    -1 | 4 | -6 | 16 | -5 | 0 | -0.6 | 0 | 1 | 4
COc1ccc(OC)c(S(=O)(=O)N2CCC(c3cn4ccccc4n3)CC2)c1
    · | 1 | 4 | 0 | 0 | · | · | 4 | -1 | 7
COC(=O)c1cc(C(=O)N2CCN(c3ncccn3)CC2)cc([N+](=O)[O-])c1
    0 | -2 | 15 | -2 | -1 | 1 | -2.1 | -6 | 2 | -4
O=C(COc1ccc(Cl)cc1)N1CCN(S(=O)(=O)c2ccccc2)CC1
    2 | 1 | 4 | -7 | -4 | -1 | -0.4 | 0 | -1 | 0
Cc1nnsc1NC(=O)OCc1ccccc1Cl
    0 | -5 | -15 | 2 | -2 | -11 | 0.3 | -8 | 3 | 4
C=CCn1c(SCC(=O)c2ccccc2)nnc1-c1ccc2c(c1)OCO2
    -6 | 1 | 0 | 4 | 4 | 1 | -3.1 | 7 | 0 | 4
CCOc1ccccc1N(CC(=O)NCCSc1ccccn1)S(=O)(=O)c1ccc(C)cc1
    4 | -2 | 11 | -2 | -1 | -12 | -0.3 | -3 | 0 | -6
c1cncc(C2Nc3ccccc3-c3nc4ccccc4n32)c1 (configuration not stated)
    6 | 4 | -5 | -5 | 2 | -70 | -4.4 | -19 | -2 | 14
O=c1c2ccccc2ncn1Cc1ccco1
    -1 | -3 | 11 | -7 | 2 | -4 | 0.5 | 2 | 2 | 3
COC(=O)/C=C1/S/C(=N/N=C/c2ccco2)NC1=O
    -3 | -6 | -1 | -7 | 3 | · | -0.9 | 1 | -2 | 8
COc1ccccc1CCC(=O)Nc1ccc(S(=O)(=O)Nc2ncccn2)cc1
    -3 | -5 | 4 | -7 | 9 | 0 | -0.5 | -9 | 3 | 11
NC(=S)c1cc2cc(Cl)ccc2oc1=O
    2 | 3 | 10 | -3 | 0 | · | -1.7 | 2 | 0 | 0
N#Cc1c(C(F)(F)F)cc(-c2ccc(F)cc2)nc1SCC(=O)O
    -4 | 4 | 15 | -2 | 0 | -3 | -1.9 | 2 | -4 | 14
O=C(Nc1ccccc1-c1ccccc1)C1CCCN(c2ncccn2)C1 (configuration not stated)
    4 | 3 | 4 | 10 | -4 | -1 | 0.9 | -3 | 0 | -4
CC1CCCC(C)N1C(=O)COC(=O)c1ccc([N+](=O)[O-])o1 (configuration not stated)
    3 | -5 | -3 | 2 | -3 | 23 | -3.7 | -1 | 2 | 0
Cc1onc(-c2ccccc2)c1C(=O)NNC(=S)NC(=O)c1ccc(Br)cc1
    7 | -3 | 7 | -4 | -1 | 11 | -1.9 | 3 | 2 | 2

Gathered by group, the entries above with a nitro group on carbon
Every second line gives: TCR CD3 inh | SIAE inh | TDP2 inh | NR1D1 modulator | PRMT1 inh | HTRA1 inhibitor | PG9 binder | ABHD4 inh | LEDGF integ inh | rCAG binder
Cn1ncc([N+](=O)[O-])c1C(=O)Nc1cccc2ccccc12
    -4 | 8 | 9 | -8 | 4 | 4 | -0.9 | 0 | 1 | 3
COC(=O)c1cc(C(=O)N2CCN(c3ncccn3)CC2)cc([N+](=O)[O-])c1
    0 | -2 | 15 | -2 | -1 | 1 | -2.1 | -6 | 2 | -4
CC1CCCC(C)N1C(=O)COC(=O)c1ccc([N+](=O)[O-])o1 (configuration not stated)
    3 | -5 | -3 | 2 | -3 | 23 | -3.7 | -1 | 2 | 0

(further entries)
Every second line gives: TCR CD3 inh | SIAE inh | TDP2 inh | NR1D1 modulator | PRMT1 inh | HTRA1 inhibitor | PG9 binder | ABHD4 inh | LEDGF integ inh | rCAG binder
O=C(Nc1ccccc1)N(C1=NCCCCS1)c1ccccc1
    2 | -4 | -1 | 1 | 2 | -6 | 1.1 | -5 | 2 | 0
O=C(c1ccc(N2CCCCC2)c([N+](=O)[O-])c1)N(Cc1ccccc1)c1ccccn1
    1 | 2 | -6 | -4 | -1 | -5 | -1.9 | -2 | 2 | -3
O=C(Cc1cccs1)Nc1cccc(-c2nc3cc4ccccc4cc3[nH]2)c1
    15 | -202 | -11 | 0 | 1 | -123 | -0.9 | -180 | 2 | 22
CCOC(=O)C1=C(c2ccccc2)N=c2s/c(=C\c3cccc(O)c3)c(=O)n2C1c1cccs1 (configuration not stated)
    -2 | -31 | -3 | 2 | 0 | -58 | -1.4 | -55 | -7 | 19
COc1ccc(CCNC(=O)NC2CCCCC2)cc1OC
    6 | 4 | -7 | 5 | -2 | 10 | -1.7 | 4 | 1 | -2
COc1cccc(NC(=S)NN2CCN(C)CC2)c1
    1 | -2 | 1 | -6 | 0 | -6 | 0.2 | 3 | 0 | -3

Full records from above. Screens in order: TCR CD3 inh	SIAE inh	TDP2 inh	NR1D1 modulator	PRMT1 inh	HTRA1 inhibitor	PG9 binder	ABHD4 inh	LEDGF integ inh	rCAG binder
CCOC(=O)C1=C(c2ccccc2)N=c2s/c(=C\c3cccc(O)c3)c(=O)n2C1c1cccs1 (configuration not stated) is listed as -2	-31	-3	2	0	-58	-1.4	-55	-7	19
O=C(Cc1cccs1)Nc1cccc(-c2nc3cc4ccccc4cc3[nH]2)c1 is listed as 15	-202	-11	0	1	-123	-0.9	-180	2	22

Individual results from the list:
Entry of O=C(Nc1ccccc1)N(C1=NCCCCS1)c1ccccc1 in PG9 binder: 1.1
Entry of O=C(c1ccc(N2CCCCC2)c([N+](=O)[O-])c1)N(Cc1ccccc1)c1ccccn1 in TDP2 inh: -6
Entry of COc1ccc(CCNC(=O)NC2CCCCC2)cc1OC in rCAG binder: -2
Entry of COc1cccc(NC(=S)NN2CCN(C)CC2)c1 in NR1D1 modulator: -6
